# APEX1 inh: blocks human APE1 abasic DNA cleavage | P27695 | recombinant APE1, TAMRA/BHQ-2 abasic DNA cleavage fluorescence | Potency, µM (highest dose often 65.8 µM), inactives show at the top dose activity change, negative = inhibition, actives largely listed as inhibitors | hit rate 0.35% among 350,000;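 note: plate controls were vehicle for no effect and reference inhibitor for full effect; nearly all actives have a fitted effect of over 55% in size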
#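 Step 1: APE1 (0.75 nM) with compound, 15 min RT. Step 2: add 50 nM fluorophore/quencher THF duplex. Step 3: three fluorescence reads 60 s apart (525/598 nm); read 3 minus read 1 = reaction progress.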
# POLH inh: inhibitors of human DNA polymerase eta; Q9Y253; AID 588591; Potency, µM (top dose mostly 114 µM), for the others: top-dose activity change, negative = inhibition, hits mostly inhibitors; hit rate 1.2% among 390,000; recombinant Pol eta, fluorescent DNA replication assay; note: % is set by controls: 0 for no effect and ±100 for the full control effect
# Target sequence (Q9Y253 whole entry, looked up): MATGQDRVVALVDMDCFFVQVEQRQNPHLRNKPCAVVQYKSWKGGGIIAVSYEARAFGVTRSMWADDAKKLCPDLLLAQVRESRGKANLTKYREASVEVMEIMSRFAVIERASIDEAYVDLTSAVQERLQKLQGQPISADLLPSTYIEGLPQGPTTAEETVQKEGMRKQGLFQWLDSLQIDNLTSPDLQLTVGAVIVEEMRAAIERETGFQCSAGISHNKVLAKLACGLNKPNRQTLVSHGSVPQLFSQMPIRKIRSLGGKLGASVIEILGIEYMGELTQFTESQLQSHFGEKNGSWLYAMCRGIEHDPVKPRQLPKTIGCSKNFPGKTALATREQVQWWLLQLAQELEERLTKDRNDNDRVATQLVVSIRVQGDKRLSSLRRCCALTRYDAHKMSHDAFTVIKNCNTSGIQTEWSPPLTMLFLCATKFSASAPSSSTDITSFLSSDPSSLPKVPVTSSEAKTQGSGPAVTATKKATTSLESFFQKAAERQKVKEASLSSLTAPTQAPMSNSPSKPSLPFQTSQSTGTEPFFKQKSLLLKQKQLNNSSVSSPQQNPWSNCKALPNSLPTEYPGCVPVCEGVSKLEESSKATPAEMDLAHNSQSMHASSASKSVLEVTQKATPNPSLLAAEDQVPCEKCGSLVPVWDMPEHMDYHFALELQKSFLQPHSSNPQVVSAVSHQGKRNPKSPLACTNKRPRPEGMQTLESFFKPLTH
#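 Pol eta at 10 nM preincubated with compounds 15 min at room temperature; reaction started with fluorescent substrate (50 nM final) and read kinetically at 0 and 10 min.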
# POLK inh: blocks human DNA polymerase kappa activity. Q9UBT6. purified Pol kappa, fluorescent DNA synthesis assay, 10 min. Potency, µM (series often up to 107 µM), for the others: top-dose activity, negative = inhibition, most hits filed as inhibitors. hit rate 0.53% among 400,000. AID 588579; note: % is set by controls: 0 for no effect and ±100 for the full control effect
#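 Inhibition of 10 nM Pol kappa is measured by a fluorescent read-out at 0 and 10 min following addition of 50 nM substrate (final), with a 15-min room-temperature compound preincubation.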
# BAZ2B inh: blocks human BAZ2B. Potency, µM (doses to about 114 µM), for inactives: at the highest dose activity change, negative = inhibition, hits mostly inhibitors. hit rate 4.4% among 360,000. AlphaScreen BAZ2B-H3K14Ac peptide displacement; note: % is set by controls: 0 for no effect and ±100 for the full control effect; nearly all actives have a fitted effect of over 60% in size
#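 BAZ2B 50 nM plus b-H3(5-23)K14Ac 50 nM, PBS pH 7.4/0.01% Tween-20, 30 min RT; compound added (max 110 uM), 30 min RT; streptavidin donor/Ni-chelate acceptor beads 10 ug/mL final, 20 min dark; AlphaScreen read.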
# G9a block: inhibitors of human histone lysine methyltransferase G9a | Q96KQ7 | G9a H3K9 monomethylation, AlphaScreen, 2 h | Potency, µM (doses to about 102 µM), for inactives: at the highest dose activity, negative = inhibition, most hits filed as inhibitors | hit rate 8.8% among 350,000; note: % is set by controls: 0 for no effect and ±100 for the full control effect; nearly all actives have a fitted effect of over 75% in size
#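 Signal arises when biotinylated H3K9 peptide, once monomethylated, bridges streptavidin donor and antibody-captured acceptor beads. Enzyme at 20 nM was preincubated 15 min with test compounds; peptide 500 nM and SAM 20 uM then reacted for 2 h.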
# Pol beta inh: DNA polymerase beta (human) inhibition. P06746. Pol beta primer extension/strand displacement, fluorescence kinetic. Potency, µM (series often up to 114 µM), for inactives: top-dose activity change, negative = inhibition, usual class: inhibitors. hit rate 1.3% among 340,000. AID 485314; note: % is set by controls: 0 for no effect and ±100 for the full control effect
#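 Values derive from four-parameter Hill fits of normalized kinetic data: reads at 0 and 10 min following addition of 50 nM substrate to 10 nM Pol beta preincubated 15 min with compound.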
# BLM inh: Bloom syndrome helicase (human) inhibition; hit rate 0.2% among 350,000; recombinant BLM DNA unwinding, fluorescence dequenching; Potency, µM (series often up to 56.1 µM), for inactives: top-dose activity change, negative = inhibition, actives largely listed as inhibitors;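 note: plate controls were vehicle for no effect and no enzyme for full effect; nearly all actives have a fitted effect of over 35% in size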
# Pol iota inh: inhibitors of human DNA polymerase iota. Pol iota fluorescent replication assay, 10 min. Potency, µM (titrated, usually from 115 µM), without a hit: at the top dose activity, negative = inhibition, usual class: inhibitors. hit rate 1% among 390,000
#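 Pol iota at 10 nM preincubated 15 min with compounds at room temperature; reaction started with fluorescent substrate, 50 nM final. Fluorescence read kinetically at 0 and 10 min; buffer-only wells as negative control.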
# Apoferritin bind: binds horse apoferritin like a general anesthetic | P02791 | apoferritin/1-aminoanthracene competitive binding, fluorescence | Potency, µM (highest dose often 77.5 µM), without a hit: at the top dose activity change, negative = displacement, most hits filed as inhibitors | hit rate 0.074% among 350,000 | AID 485281; note: % is set by controls: 0 for no effect and ±100 for the full control effect; nearly all actives have a fitted effect of over 20% in size
# Target sequence (P02791 2-175 limits assumed): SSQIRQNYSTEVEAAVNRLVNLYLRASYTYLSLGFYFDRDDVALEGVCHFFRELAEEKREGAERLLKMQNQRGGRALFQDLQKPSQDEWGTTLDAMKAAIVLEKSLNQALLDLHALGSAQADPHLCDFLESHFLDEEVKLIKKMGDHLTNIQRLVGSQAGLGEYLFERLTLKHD
#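 Steps: apoferritin (10 uM) was premixed with half-saturated 1-AMA in PBS, compounds were pin-transferred, plates stood 10 min at room temperature, fluorescence was read at 380/535 nm, and curves were fitted with a Hill equation.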
# The depositor's hits bear a star; ? = inconclusive; . = no result given; [ ] = remark or other dose. Calls come from the whole dose curve; as a rule, active = well fitted curve in the direction sought with a large enough effect; inconclusive = small, poorly fitted or top-dose-only effect, or another doubt; inactive = no such curve, though single readings can be large; an effect the other way counts as inactive or inconclusive. Potency is the fitted concentration of half-maximal effect. Only part of the results is shown, so the mix of outcomes need not match the whole.
SMILES,APEX1 inh,POLH inh,POLK inh,BAZ2B inh,G9a block,Pol beta inh,BLM inh,Pol iota inh,Apoferritin bind
Cc1ccc2nc(-c3ccco3)c(Nc3ccc4c(c3)OCCO4)n2c1,.,-1%,8%,-13%,?,4%,-5%,17%,122%[activator]
CCOc1cc(C(=O)NCCc2csc3nc(-c4ccccc4F)nn23)cc(OCC)c1OCC,.,-15%,-8%[60.1 µM],-1%,14%[59 µM],18%,2%,6%,-3%
COc1ccc(NC(=O)N(C)C[C@H]2Oc3ccc(NS(=O)(=O)c4ccc(F)cc4)cc3C(=O)N([C@H](C)CO)C[C@@H]2C)cc1,4%,-7%,-3%,.,.,.,.,-2%,.
COC(=O)Cc1ccc(NC(=O)c2ccc3c(c2)C(=O)N(CC2CCCO2)C3=O)cc1 (stereo unspecified),24%,-21%,-1%,-8%,33%,9%,-4%,33%[activator],-5%
COc1ccc(S(=O)(=O)N(CC(=O)N2CCN(C)CC2)C2CCCCC2)cc1OC,2%,-13%,7%,-7%,-27%[12.7 µM],9%,4%,15%,-12%
Cc1cc(C)c(NC2=NS(=O)(=O)c3ccccc32)c(C)c1,1%,-16%,3%,7%,-8%[12.7 µM],?,-2%,25%,-7%
COc1ccc(OCC(=O)N2CCN(c3nnc(-c4ccccc4)c4ccccc34)CC2)cc1,-3%,-12%,-3%,?,?,0%,2%,-5%,-15%
Cc1cc(C)c(C(=O)N2CCCC(CNS(=O)(=O)c3cccs3)C2)o1 (stereo unspecified),-21%,-9%,17%,-19%,-2%,1%,2%,28%,-10%
COc1ccc(CNC(=O)c2cc(-c3ccc(Cl)cc3)n[nH]2)cc1,.,-5%,-2%,-1%,-3%[59 µM],-13%,-2%,6%,-3%
Cc1ccc(C)c(OCCCCCn2ccnc2)c1,2%,-6%,-2%,?,?,-19%,6%,-4%,9%
CCc1nc(CNC(=O)C2CCC(=O)N(CCc3cccc(F)c3)C2)no1 (stereo unspecified),-21%,-3%,-19%,-3%,4%[0.501 µM],-1%,-2%,3%,-6%
CN(C(=O)COC(=O)CSc1ccc([N+](=O)[O-])cc1)c1ccccc1,-9%,-15%,-16%,-1%,-25%[59 µM],.,.,-10%,.
COc1ccc(CCNC(=O)CN2C(=O)NC(Cc3c[nH]c4ccccc34)C2=O)cc1 (stereo unspecified),-20%,-13%,-5%,1%,3%,?,-3%,-16%,-9%
Cc1nn(-c2ccccc2)c(C)c1/C=N/NC(=O)c1cc(C23CC4CC(CC(C4)C2)C3)[nH]n1,-5%,-18%,-18%,-17%,-42%,?,-11%,8%,4%
Cc1ccccc1-c1nnc(SCC(=O)N(C)c2ccccc2)o1,.,.,-6%,-3%,-1%[59 µM],-13%,-4%,0%,-10%
COc1ccc(S(=O)(=O)NC(C(=O)NCCc2ccccn2)C(C)C)cc1 (stereo unspecified),3%,0%,-12%,3%,-4%,2%,-4%,157%[activator],-6%
O=C(Nc1ccccc1OC(F)F)c1cccc(S(=O)(=O)N2CCCC2)c1,-17%,-20%,0%,?,-3%,2%,-1%,24%,-3%
COc1ccc(/C=C(/C(=O)c2ccc(Cl)cc2Cl)n2cncn2)cc1,-2%,-13%,-11%,-10%,-14%[59 µM],-3%,-7%,?,?
COc1ccccc1C(=O)NCCC(=O)Nc1ccc(S(=O)(=O)Nc2ncccn2)cc1,-7%,-16%,-3%,9%,22%[12.7 µM],.,.,6%,.
CN(C(=O)c1cnc(N2CCN(c3ncccn3)CC2)c2ccccc12)c1ccc(Cl)cc1,-3%,-13%,-2%,-5%,11%[59 µM],14%,1%,16%,-13%
NC(=O)CSc1nccn1Cc1ccc(Cl)cc1,19%,-2%,-2%,-6%,-11%[59 µM],40%,-8%,88%[activator],-12%
Cn1c(N)c(C(=O)CSc2nc(N)cc(=O)[nH]2)c(=O)n(C)c1=O,-7%,-12%,-21%,-7%,?,0%,0%,?,-15%
O=C(NCC(c1ccco1)N1CCCCC1)C(c1ccccc1)c1ccccc1 (stereo unspecified),5%,-13%,-12%,-16%,19%,-4%,-11%,11%,-10%
Nc1ccc(C(=O)OCCc2ccccc2)cc1,2%,-1%,-5%,3%,8%[2.33 µM],.,.,1%,.
CSc1cnc2c(N)nc(N(C)C)nc2n1,4%,-3%,-19%,8%,?,0%,5%,47%[activator],63%[activator]
CCn1cc(CN2CCC(C(=O)Nc3ccc(Oc4cccnc4)cc3)CC2)cn1,23%,-11%,-10%,-36%,23%,53%,0%,25%,-16%
CCCCNC(=O)CCn1c(=O)c2ccccc2n(CC(=O)N2CC(C)CC(C)C2)c1=O (stereo unspecified),1%,-10%,0%,4%,-11%[12.7 µM],21%,-10%,11%,-6%
Cc1ccccc1CC(=O)NC1CCN(Cc2ccccc2)CC1,32%,-13%,9%,8%,12%,-25%,0%,32%[activator],-7%
COc1ccc(NC(=O)CC2C(=O)N(c3ccccc3)C(=O)N2C2CCCCC2)cc1 (stereo unspecified),.,-11%,-6%,-5%,5%[59 µM],9%,-5%,0%,-12%
CCCCN(Cc1ccccc1)C(=O)c1oc(=O)c2ccccc2c1-c1ccc(C)cc1,.,-20%,-17%,.,-6%[59 µM],0%,-9%,11%,1%

# 3 entries already listed, sorted by SMILES length, ascending:
SMILES,APEX1 inh,POLH inh,POLK inh,BAZ2B inh,G9a block,Pol beta inh,BLM inh,Pol iota inh,Apoferritin bind
NC(=O)CSc1nccn1Cc1ccc(Cl)cc1,19%,-2%,-2%,-6%,-11%[59 µM],40%,-8%,88%[activator],-12%
COc1ccc(S(=O)(=O)NC(C(=O)NCCc2ccccn2)C(C)C)cc1 (stereo unspecified),3%,0%,-12%,3%,-4%,2%,-4%,157%[activator],-6%
CCn1cc(CN2CCC(C(=O)Nc3ccc(Oc4cccnc4)cc3)CC2)cn1,23%,-11%,-10%,-36%,23%,53%,0%,25%,-16%

# Continuation.
SMILES,APEX1 inh,POLH inh,POLK inh,BAZ2B inh,G9a block,Pol beta inh,BLM inh,Pol iota inh,Apoferritin bind
CCCCn1cc(S(=O)(=O)c2ccc(CC)cc2)c(=O)c2cc(F)c(N3CCOCC3)cc21,.,-14%,-5%,-12%,1%[59 µM],14%,-8%,5%,-17%
Cc1ccc(S(=O)(=O)N(CC(=O)O)Cc2ccccc2)cc1,2%,2%,-16%,4%,?,-1%,0%,2%,-6%
O=C(c1csc2c1CCCC2)N1CCCCC1,0%,-7%,2%,6%,4%[2.33 µM],-11%,-4%,-7%,?
COc1cc(CNCc2c[nH]c3ccccc23)cc(OC)c1,-2%,-8%,-2%,56µM*,14µM*,-13%,-10%,126%[activator],-4%
COc1ccc(NC(=S)Nc2nc(CC(=O)Nc3ccccc3OC)cs2)cc1,-9%,-10%,-6%,-33%,-18%[59 µM],20%,-12%,2%,2%
CN(C)CCCN(C(=O)c1ccc(S(=O)(=O)N2CCc3ccccc32)cc1)c1nc2ccc(Cl)cc2s1,17%,-1%,-11%,?,?,2%,2%,9%,?
CN(C(=O)c1cc(COc2ccc(F)cc2Cl)on1)C1CCCc2ccccc21 (stereo unspecified),-11%,-14%,1%,-6%,158%[activator],0%,-10%,21%,41%[activator]
O=C(NC(=S)Nc1ccccc1C(=O)O)c1ccc2ccccc2c1,0%,-5%,3%,-22%,28µM*,3%,-2%,-3%,3%
O=[N+]([O-])c1ccccc1Nc1ccc(O)cc1,-5%,-21%,5%,40µM*,10%[12.7 µM],-11%,-13%,22%,?
COc1cc2[nH]c3c(=O)n(CCN4CCCCC4)cnc3c2cc1OC,-4%,-2%,22µM*,0%,?,-16%,28%,1%,-12%
Cn1cnc2c(=O)oc3ccc(S(=O)(=O)Nc4ccc(F)cc4)cc3c21,.,11%,-2%,-9%,-13%[59 µM],1%,0%,-26%,-12%
O=C1C=C(c2cc(C(F)(F)F)cc(C(F)(F)F)c2)C[C@@H](c2ccc(Cl)cc2)C1,-26%,-26%,-2%,7%,10%[2.33 µM],.,.,41%[activator],.
Cc1ccc(N2CC(=O)N(NC(=O)CN3CCN(c4ccccc4)CC3)CC2=O)cc1,-4%,-21%,-8%,-3%,26%[59 µM],21%,-7%,158%[activator],0%
Cc1cc(C)cc(OCC(=O)Nc2cccc(S(=O)(=O)NC3=NCCC3)c2)c1,-5%,6%,-20%,7%,?,.,.,-5%,.
COC(=O)CCCSc1nccn1-c1ccccc1,-2%,-9%,-10%,?,45µM*,11%,-2%,-4%,-11%
COC(=O)c1ccc2c(c1)C(C)(C)C(/C=C/c1ccc(O)cc1)=[N+]2C,?,17%,28µM*,28µM*,7.1µM*,?,-1%,25µM*,-20%
Cc1ccccc1-n1c(Cn2c(=O)sc3ccccc32)nnc1SC(C)C,-3%,-30%,-4%,-4%,19%[59 µM],-2%,5%,13%,-9%
CN(Cc1ccccc1)S(=O)(=O)c1ccc(Cl)c(C(=O)NCCc2ccccn2)c1,-1%,-20%,-18%,-17%,27%,-1%,2%,130%[activator],0%
C/C(=N\Nc1ccc(F)cc1F)c1ccc(F)cc1,-6%,.,.,-1%,10%[0.501 µM],?,-7%,.,-16%
O=C(O)C1=C(Nc2ccccc2)OCC1=O,23%,4%,-1%,-1%,40µM*,10%,-7%,?,-4%
NC(=O)CSc1nc(C23CC4CC(CC(C4)C2)C3)nc2ccccc12,7%,-15%,13%,-5%,.,21%,-1%,-16%,-18%
COc1ccc(-c2cc(C(=O)Nc3cnn(Cc4ccc(F)cc4)c3)no2)cc1OC,.,-11%,-24%,3%,5%[59 µM],-27%,-4%,7%,-13%
CCOC(=O)C1=C(COC(=O)C2(C)CC2(Cl)Cl)NC(=O)NC1c1ccccc1 (stereo unspecified),3%,-3%,16%,1%,11%,-4%,-4%,28%,?
CCOC(=O)C1(Cc2ccc(OC)cc2)CCN(C(=O)CCN2CCCC2=O)CC1,4%,-3%,5%,14%,.,17%,1%,2%,-4%

# Single values from the results shown:
# Result of `CCOC(=O)C1=C(COC(=O)C2(C)CC2(Cl)Cl)NC(=O)NC1c1ccccc1` (stereo unspecified) under BAZ2B inh: 1%
# Result of `CN(Cc1ccccc1)S(=O)(=O)c1ccc(Cl)c(C(=O)NCCc2ccccn2)c1` under BLM inh: 2%

# Screens: PubChem BioAssay, National Center for Advancing Translational Sciences (NCATS)
